# Assay outcomes (PubChem BioAssay)
# EBV LMP1 NFkB – EBV LMP1-driven NF-kappaB luciferase reporter inhibitors, primary screen, cell-based, luminescence, single point; LMP1-induced NF-kappaB luciferase reporter cells; inhibition, % at 12.5 µM; actives 0.69% (n = 350,000); in the data active = inhibition above about 41%;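 note: 0% = neutral control wells and 100% = reference inhibitor control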
# NR2F2 inh – NR2F2 transcriptional activity inhibitors, primary screen, cell-based, luciferase reporter, HEK293T, luminescence | COUP transcription factor 2 (Homo sapiens), P24468 | HEK293T NGFI-A luciferase reporter | inhibition, % at 8.6 µM | actives 0.7% (n = 370,000) | AID 686940, 2013;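 active = inhibition above a per-plate cutoff, mean inhibition of test wells between control levels plus 3 SD, cut at about 38% in these data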;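 note: cells cotransfected with COUP-TFII expression vector driving the NGFI-A reporter; 0% = median of COUP-TF2 test wells and 100% = reporter-only cells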
# NCOA2 inhibitor – inhibition of GAL4-SRC2 driven luciferase reporter, primary screen, SRC2 inhibitor project, cell-based, luminescence; Nuclear receptor coactivator 2 (Homo sapiens), Q15596; HEK293 GAL4-SRC2 luciferase reporter; inhibition, % at 9 µM; actives 0.17% (n = 370,000); AID 651957, 2012;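 active = inhibition above the mean inhibition of all tested compounds plus 3 SD, set per campaign, cut at about 52% in these data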;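 note: 0% = DMSO treated cells and 100% = cells given Gossypol at 36 µM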
# TLR9-MyD88 block – inhibitors of TLR9-MyD88 association in cells, primary screen, cell-based, CHO, BLA complementation, fluorescence | AID 504734, 2011 | Toll-like receptor 9 (Homo sapiens) + Myeloid differentiation primary response protein … | actives 0.21% (n = 340,000) | CCF4 FRET ratio | inhibition, % at 4.98 µM;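 active = inhibition above the mean over all tested compounds plus 3 SD, cut at about 21% in these data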;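 note: 0% = DMSO only wells and 100% = clavulanate BLA inhibitor control wells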
# Vif imaging – HIV Vif self-association inhibitors, primary screen, imaging, HEK293T, single point | HEK293T cells, Vif self-association by quenched fluorescence, 24 h | inhibition, % at 7.49 µM | actives 0.35% (n = 340,000) | AID 602346, 2012; in the data active = inhibition above about 50%, passing the limit was not always enough; note: some results filed as inactive read as strong as hits
# TROY signal inh – inhibitors of TROY-driven NF-kB signaling, primary screen, Q293 LMP1-TROYcd cells, NF-kB luciferase, uHTS. Q293 LMP1-TROYcd NF-kB luciferase reporter, 4 h. inhibition, % at 10 µM. actives 0.98% (n = 360,000);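 active = compounds whose plate-normalised and pattern-corrected inhibition of the luciferase reporter signal at the single screening dose is 50% or more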
# NOD2-RIPK2 inh – NOD2-RIPK2 binding disruptors in cells, primary screen, fluorescence, CHO cells, BLA complementation. CCF4 ratio. inhibition, % at 4.98 µM. actives 0.38% (n = 360,000). AID 624267, 2012; in the data active = inhibition above about 21%;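 note: 0% = vehicle only and 100% = reference blocker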
# SRC3 inh – SRC3 coactivator transcriptional activity inhibitors, primary screen, cell-based, luminescence; Nuclear receptor coactivator 3 (Homo sapiens), Q9Y6Q9; HEK293 GAL4-SRC3 luciferase reporter; inhibition, % at 3.6 µM; actives 0.17% (n = 360,000); AID 588352, 2011;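 active = inhibition above a per-campaign cutoff, the mean of all compounds plus 3 SD, cut at about 60% in these data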;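 note: 0% = DMSO-treated cells and 100% = gossypol-treated cells at 36 µM; higher means less SRC3-driven luciferase light from the GAL4 reporter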
# NCOA1 inh – SRC1 coactivator transcriptional activity inhibitors, primary screen, cell-based, luminescence. HEK293 GAL4-SRC1 luciferase reporter. actives 0.12% (n = 360,000). Nuclear receptor coactivator 1 (Homo sapiens), Q15788. inhibition, % at 3.6 µM. AID 588354, 2011;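 active = inhibition above the campaign mean plus 3 SD, with each screening campaign given its own cutoff, cut at about 60% in these data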;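 note: 0% = DMSO treated cells and 100% = gossypol at 36 µM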
# C8 TRAIL sens – viability loss with TRAIL in NB7+C8 cells, primary screen, TRAIL sensitizer project, cell-based, ATPlite luminescence | inhibition (viability loss, TRAIL sensitization), % at 10 µM | actives 1% (n = 360,000);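 active = compounds causing at least 50% loss of cell viability in the single-dose screen, relative to plate controls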
# NR5A2 inv ag – LRH-1 (NR5A2) inverse agonists, primary screen, cell-based, luminescence, HEK293T, StAR-luciferase reporter; Nuclear receptor subfamily 5 group A member 2 (Homo sapiens), O00482; LRH-1 transfected, 24 h; inhibition, % at 3.6 µM; actives 0.13% (n = 360,000); AID 602396, 2012;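 active = inhibition above the mean inhibition of all tested compounds plus 3 SD, cut at about 73% in these data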;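 note: 0% = DMSO wells and 100% = reporter-only cells lacking LRH-1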
# Active calls of the source: *; / = not tested or not shown. Not all compounds are listed (hit frequency here may not be typical).
SMILES,EBV LMP1 NFkB,NR2F2 inh,NCOA2 inhibitor,TLR9-MyD88 block,Vif imaging,TROY signal inh,NOD2-RIPK2 inh,SRC3 inh,NCOA1 inh,C8 TRAIL sens,NR5A2 inv ag
Cc1c(NC(=S)N/N=C/c2ccc(O)cc2)c(=O)n(-c2ccccc2)n1C,17,5,-15,5,2,-15,-11,12,0,-8,9
CN1CCN(CCC(=O)Nc2ccc3c(c2)OCO3)CC1,4,8,-16,4,-3,-3,-6,27,5,5,-2
CN(CC(=O)Nc1ccccc1Br)C(=O)CNC(=O)c1cccs1,-3,-27,11,-1,7,0,-3,-1,-17,-4,0
COCCCNCCCCOc1ccc(OCc2ccccc2)cc1,-13,-44,-46,-9,-8,-22,-7,-30,-44,5,-45
COc1cc(NC(=O)c2ccc(Cl)cc2)c(OC)cc1Cl,-8,-17,-3,-13,-6,-38,-4,-21,1,20,14
CCOC(=O)C(=O)N1CCN(c2nc(-c3ccc(Cl)cc3)cs2)CC1,-1,-1,7,-14,-6,1,-4,15,-7,14,3
C=CCN1C(=O)/C(=C2/Sc3ccccc3N2C)SC1=Nc1c(C)n[nH]c1C,11,/,/,0,2,-9,3,-76,-15,-2,-17
CN1N=C(C(=O)N2CCc3c([nH]c4ccccc34)C2c2ccccc2Cl)CCC1=O (centres undefined),-43,-8,-40,6,10,-46,2,-48,-54,-6,-40
Cn1c(SCC(=O)NC2CC2)nnc1C1CC1,2,-22,-25,-4,-6,-2,-9,9,-13,3,2
Cc1ccc(S(=O)(=O)c2nc(-c3ccco3)oc2SCC(N)=O)cc1,-14,9,-5,4,-9,-7,4,-14,22,-8,-2
O=C1CCCCCN1CP(=O)(O)CN1CCCCCC1=O,-5,-7,-65,4,26,-15,5,5,-26,-6,-2
Cc1c(C)c2c(OCC(=O)N[C@@H](C(=O)O)c3ccccc3)cc3c(c2oc1=O)CCC(C)(C)O3,0,1,16,-12,10,2,-2,-6,-5,-12,2
C/C(CC(=O)Nc1cc(C)ccn1)=N\NC(=O)c1ccc(C)cc1,0,-20,-64,-24,14,-34,-6,-7,-34,-2,-47
CN(c1ccccc1)S(=O)(=O)c1ccc(C(=O)Nc2ncccc2O)cc1,25,22,18,8,-7,6,7,13,-8,-11,-4
CC(CCc1ccccc1)NC(=O)CN1C(=O)NC2(CCCCC2C)C1=O (centres undefined),-4,4,0,3,1,-25,-5,3,-7,4,-3
Cc1noc(C)c1S(=O)(=O)Nc1ccc(C(=O)N2CCN(c3cccc(Cl)c3)CC2)cc1,-7,-3,11,-5,-4,-1,0,10,-16,-16,-15
CCOC(=O)C1(Cc2ccccc2)CCCN(Cc2ccc(OCC)c(CO)c2)C1 (centres undefined),4,6,19,-5,-15,-5,3,-4,3,6,-4
COc1ccc2nc(SCC(=O)NN)cc(C)c2c1,3,-4,-43,-10,-7,14,-13,5,-13,-13,-2
CC(=O)c1ccc(OCc2cc(C(=O)NCCN3CCCC(O)C3)no2)cc1 (centres undefined),-15,-20,-13,12,-24,-19,6,15,-9,-21,14
CC(=O)C1=C(O)C(=O)N(CCC(=O)O)C1c1ccc(Cl)cc1Cl (centres undefined),-27,9,-11,-4,-3,-13,-4,10,1,-7,0
COc1ccc(C(=O)Nc2c(Cl)cc(Cl)cc2C(=O)N2CCOCC2)cc1,-10,20,-15,4,65*,-9,6,-3,-1,4,13
CCN(CC)CCn1c2c(c(SCC(=O)Nc3nccs3)nc1=O)CCCC2,5,0,13,-9,/,0,5,-3,-34,-12,-2
Cc1ccc(C)c(NC(=O)CN(C)C(=O)c2cc3c(s2)CCCCC3)c1,-14,-2,6,-5,-7,9,-6,17,-7,0,-26
CC[C@@H]1CCC[C@@H](O)[C@@H](C)C(=O)O[C@H](C)[C@@H](C)C/C=C(C)/C(OC)=C\C(=O)N(C)C([C@@H](C)CC)C(=O)N(C)[C@@H](C(C)C)C(=O)N(C)[C@@H](COC)C(=O)N2CCC[C@H]2C(=O)N(C)[C@@H](C(C)C)C(=O)N2CCC[C@H]2C(=O)O1 (some centres undefined),/,83*,-7,/,6,47,2,84*,78*,11,98*
CCOC(=O)c1ccc2c(c1)nc(SCC(=O)NC(C)C)n2CC,4,-4,-9,3,3,-5,10,-7,-2,3,-8
CC(=O)Nc1cccc(NC(=O)C(=O)c2cn(CC(=O)N3CCCC3)c3ccccc23)c1,-14,-21,-49,8,18,-27,-9,-40,-34,13,-49
COc1ccc(-c2csc(NC(=O)C3=COCCO3)n2)cc1OC,-8,-59,-43,-5,7,-35,0,-80,-63,5,-81
CCCc1cc(=O)n2[nH]c(-c3ccco3)nc2n1,-3,-9,-11,3,-5,-5,-4,3,-14,-1,-3
Cc1cc(C(=O)NNC(=O)c2ccc(C)s2)c(C)o1,-1,-33,-23,4,-7,-11,-7,-1,-16,2,18
COc1cccc(C(=O)N(C)CC(=O)Nc2ccc(F)c(F)c2F)c1,2,-2,6,-3,-2,9,0,-7,15,-14,15
COc1ccc(F)cc1-c1cc(NC=O)c2ncc(-c3cccc(C(F)(F)F)c3)n2c1,/,-24,-9,/,-2,-4,-11,2,13,0,8
O=C(c1ccccc1Cl)N1CCC(c2nc3c(nnn3Cc3ccco3)c(=O)[nH]2)CC1,-4,24,11,11,/,6,-5,8,-8,-2,22
COc1ccccc1Cc1c(-c2ccco2)nc2ccc(Br)cn12,/,-17,4,/,/,-8,4,-12,-19,-10,28
Cn1c(CN2CCCC2)nc2cc(NC(=O)Nc3ccccc3)ccc21,-16,-11,-9,0,20,-31,-6,-36,-67,32,-28
CCN(CC)C(=O)COc1ccc2c(c1)C(=O)CC(C)(C)O2,-4,-14,-23,-1,9,-2,-3,7,-21,-7,-12
CCCCCCCCc1nc(SC(C)C(=O)O)n[nH]1 (centres undefined),2,9,15,4,-6,7,-2,17,-1,1,-4
COc1ccc(CCNC(=O)c2c(C)noc2C)cc1,2,-17,0,-10,-1,-17,4,-23,-5,-6,1
O=C(NC(=S)Nc1cccc(F)c1)c1cccc([N+](=O)[O-])c1,6,2,-16,-11,-12,-15,-11,-24,-19,-24,-15
O=[N+]([O-])c1cccc(S(=O)(=O)N2CCc3ccccc3C2)c1,-25,5,-15,-1,2,-2,-8,-4,11,1,-9
Cc1ccc(C(=O)NCCc2c[nH]c3ccccc23)s1,-55,-18,-50,-8,-5,-66,-10,-65,-78,16,-58
CCOc1ccccc1NC(=O)/C(C#N)=C/c1c(C)nn(-c2ccc(F)cc2)c1Cl,3,1,1,7,-44,5,-4,3,-1,-4,10
c1ccc2sc(N3CCN(Cc4nnnn4CC4CCCO4)CC3)nc2c1 (centres undefined),-2,5,-12,7,-11,-33,-4,-18,-9,-28,-13
O=C(Cn1cc(C(F)(F)F)ccc1=O)Nc1ccccc1,0,-22,-22,-2,-3,-25,11,-31,-13,-2,-22
CC(CNC(=O)CN1C(=O)NC2(CCOc3ccccc32)C1=O)c1ccccc1 (centres undefined),-5,-12,-9,-5,11,-1,-8,-9,-2,10,34
COC(=O)c1ccccc1NS(=O)(=O)c1ccc2[nH]c(=O)[nH]c2c1,0,0,-25,1,10,2,-11,12,-11,11,-11
COC(=O)N1CC(c2ccccc2)CC1=O (centres undefined),0,14,-9,2,/,0,-4,-12,-7,-4,-1
CC(C)CC(NC(=O)c1ccc(Cl)cc1)C(=O)O (centres undefined),-7,8,-1,3,-18,-2,0,11,5,-3,-19
O=C(NCC(=O)N(Cc1ccco1)C(C(=O)NC1CCCCC1)c1cccnc1)c1cccs1 (centres undefined),0,-1,-22,7,1,3,-4,-2,-2,-5,-25
CCn1c2ccc(F)cc2c2nnc(SCCN3CCOCC3)nc21,4,-2,-28,-6,4,-18,8,5,5,6,-1
COc1ccccc1NC(=O)C(C)Sc1nc2ccccc2c(=O)n1CC1CCCO1 (centres undefined),-4,-15,-19,1,-6,1,-7,8,3,8,-9

# Remaining list, next part
SMILES,EBV LMP1 NFkB,NR2F2 inh,NCOA2 inhibitor,TLR9-MyD88 block,Vif imaging,TROY signal inh,NOD2-RIPK2 inh,SRC3 inh,NCOA1 inh,C8 TRAIL sens,NR5A2 inv ag
CC(=O)c1cccc(NC(=S)N2CCN(S(=O)(=O)c3ccccc3)CC2)c1,3,16,7,5,5,-14,5,-19,-15,1,-15
O=C1c2ccccc2C(c2nnnn2Cc2ccccc2)N1CCCN1CCOCC1 (centres undefined),/,-16,-50,/,/,-1,-3,/,/,9,3
O=C(COC(=O)CCCC1=NS(=O)(=O)c2ccccc2N1)Nc1ccccc1,-2,-2,16,-6,-2,-15,-3,8,-4,-2,-2
CCC1=NN2C(=N)/C(=C\c3ccc(OCCOc4ccccc4OC)cc3)C(=O)N=C2S1,4,-8,-1,-3,-5,12,3,-5,-1,0,30
COc1ccc(CCNC(=O)C(=O)N2CCCCC2)cc1OC,-6,0,15,-8,5,4,-6,21,10,-1,7
CCOP(=O)(OCC)C(NC(=O)Nc1ccc(Cl)cc1)C(=O)N(CC)CC (centres undefined),-1,4,-23,-1,-2,-34,4,1,7,0,4
CC12CCC(=O)C=C1CCC1C3CC(O)C(O)(C(=O)CO)C3(C)CC(O)C12F (centres undefined),1,-4,-8,2,21,24,-6,-45,-9,-6,17
COc1ccccc1N1CCN(C/C(O)=C(\C#N)c2nc(-c3ccccc3)cs2)CC1,4,2,-3,1,-1,-7,-6,9,3,-14,-16
CC(C)CC1CC(=O)OC1(C)C(=O)CSc1nc2ccccc2s1 (centres undefined),-5,-11,-7,-2,25,27,-1,-26,-41,0,-11
CCOc1cc(C)cc2oc(=O)cc(-c3ccccc3)c12,-7,3,10,-2,-3,2,10,10,1,16,6
c1ccc(CSc2nnnn2-c2cccc3ccccc23)nc1,-5,-26,-15,-4,6,2,-3,0,-15,-12,7
O=C(NC1CCCCC1)c1ccc(-c2ccccc2[N+](=O)[O-])o1,-75,-47,-30,-11,0,-43,2,-75,-173,14,-85
COc1ccccc1C1/C(=C(\O)c2ccc3c(c2)OCCO3)C(=O)C(=O)N1Cc1cccnc1 (centres undefined),1,-3,-15,3,-1,-18,10,-7,8,23,-24
CCOc1ccc(NC(=O)CC(NC(C)=O)c2ccccc2)cc1S(=O)(=O)N1CCCC1 (centres undefined),0,-7,1,-3,0,9,-3,-14,5,-1,-8
Cc1cc(C)n2nc(SCC(=O)NC3CCCCC3C)nc2n1 (centres undefined),-6,2,14,4,3,-16,-4,-10,5,-4,-33
